OPRM1-OPRD1 inv = inverse agonists of MOR-DOR heterodimerization, primary screen, cell-based, luminescence | Mu-type opioid receptor (Homo sapiens) + Delta-type opioid receptor (Homo sapiens), … | cell-based MOR-DOR heterodimer luminescence, inverse agonism | inhibition, % at 9.3 µM | 340,000 tested, 0.21% active; in the data active = inhibition above about 22%, passing the limit was not always enough;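 note: 0% = cells with DMSO and 100% = wells without cells with DMSO; values of inactives mirror those of a sister screen read the other way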
Target sequence (P35372 whole entry, looked up): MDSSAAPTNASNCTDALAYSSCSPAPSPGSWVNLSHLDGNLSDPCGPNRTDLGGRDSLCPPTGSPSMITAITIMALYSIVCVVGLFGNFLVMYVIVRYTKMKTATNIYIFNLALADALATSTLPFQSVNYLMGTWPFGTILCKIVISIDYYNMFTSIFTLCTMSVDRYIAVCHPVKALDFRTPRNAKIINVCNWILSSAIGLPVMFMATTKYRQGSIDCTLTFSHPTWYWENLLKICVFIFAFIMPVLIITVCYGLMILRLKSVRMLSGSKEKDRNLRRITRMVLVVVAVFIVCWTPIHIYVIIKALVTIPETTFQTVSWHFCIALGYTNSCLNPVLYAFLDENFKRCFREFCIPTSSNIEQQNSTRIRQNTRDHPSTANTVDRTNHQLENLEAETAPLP
Target sequence (P41143 whole entry, looked up): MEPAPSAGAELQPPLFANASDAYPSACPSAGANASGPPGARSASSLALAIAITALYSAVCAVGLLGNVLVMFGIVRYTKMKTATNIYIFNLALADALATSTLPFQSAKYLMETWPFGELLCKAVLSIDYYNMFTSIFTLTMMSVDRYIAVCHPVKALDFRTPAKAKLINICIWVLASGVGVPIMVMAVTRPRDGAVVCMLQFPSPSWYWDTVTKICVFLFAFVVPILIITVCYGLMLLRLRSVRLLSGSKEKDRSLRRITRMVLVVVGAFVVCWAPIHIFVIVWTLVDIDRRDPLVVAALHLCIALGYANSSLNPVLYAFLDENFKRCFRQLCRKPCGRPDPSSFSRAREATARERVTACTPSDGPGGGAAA
V-ATPase pHluor = regulators of yeast V-ATPase proton pumping, primary screen, pHLuorin cytosolic pH fluorescence | S. cerevisiae | response, % at 10 µM | 350,000 tested, 0.37% active | AID 504577, 2011; in the data active = response mostly above about 7.3%, no sharp cut-off; inactive = mostly below about 5.4%; note: actives read high; inactives centre near 0; some compounds called inactive have numbers as strong as hits; reference of the scale not given here
LANA DNA inh = inhibitors of KSHV C-LANA binding to DNA, primary screen, biochemical, fluorescence polarization, FAM-LBS DNA, MBP-C-LANA, single point. Kaposi's sarcoma herpesvirus LANA C-terminal domain (residues 932-1162) DNA binding. inhibition, % at 9 µM. 340,000 tested, 0.078% active;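 active = highest replicate inhibition at or above 60% at 9 µM, even if other replicates fall short; inactive = all replicates below 60% inhibition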;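 note: 0% = neutral control wells and 100% = 4 µM acridine orange control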
Wnt act = Wnt/beta-catenin pathway activators, primary screen, cell-based, plate reader, single point; 300,000 tested, 1.2% active; activation, % at 9.35 µM; Wnt/beta-catenin reporter cell assay, activator; in the data active = activation above about 30%, passing the limit was not always enough;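 note: 0% = neutral control wells and 100% = positive control wells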
cardiac RTF act = cardiac RTF calcium sensitivity activators, primary screen, biochemical, IANBD-TnC fluorescence, EC20 calcium; AID 493008, 2010; IANBD-labeled TnC RTF fluorescence at EC20 calcium; 0% EC20 calcium, 100% full calcium; 340,000 tested, 0.24% active; Troponin I, cardiac muscle (Homo sapiens) + Troponin T, cardiac muscle (Homo sapiens) + …; activation, % at 7.2 µM;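 active = activation above the mean over all tested compounds plus 3 SD, cut at about 30% in these data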;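 note: rise in fluorescence read as greater calcium sensitivity of cardiac thin filaments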
Pemphigus Ab inh = inhibitors of pemphigus antibody binding to DSG3, primary screen, biochemical, bead-based, flow cytometry, scFv-GFP; binding (percent of control), % at 10 µM; DSG3-coupled beads, scFv-anti-DSG3-GFP binding; stronger effect = lower value; Desmoglein-3 (Homo sapiens), P32926; 310,000 tested, 0.48% active;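 active = binding more than 3 SD below its plate's average and above zero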;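 note: hits lower antibody fragment binding to DSG3; some compounds called inactive have numbers as strong as hits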
Cardiac RTF inh = cardiac RTF calcium sensitivity inhibitors, primary screen, biochemical, IANBD-TnC fluorescence, EC70 calcium. inhibition, % at 7.15 µM. IANBD-labeled cardiac RTF, Ca2+ fluorescence. 340,000 tested, 0.12% active;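 active = inhibition above the mean inhibition of all tested compounds plus 3 SD, cut at about 17% in these data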;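 note: assay run at fixed EC70 calcium of 1.6 mM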
OPRM1-OPRD1 ag = agonists of OPRM1-OPRD1 heterodimerization, primary screen, cell-based, luminescence; Mu-type opioid receptor (Homo sapiens) + Delta-type opioid receptor (Homo sapiens), …; cells; activation, % at 9.3 µM; 340,000 tested, 0.3% active; in the data active = activation above about 18%;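 note: 0% = vehicle-treated cells and 100% = reference agonist; values of inactives mirror those of a sister screen read the other way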
Arrestin-AP2 inh = inhibitors of beta-arrestin/AP2 binding, primary screen, biochemical, GPCR trafficking, flow cytometry; beta-arrestin 1 C-terminal peptide binding to AP2 beta2-adaptin appendage (human); FITC-arrestin peptide / GST-AP2 beads; AP2 beta2 appendage carries R879A mutation; inhibition, % at 10 µM; 340,000 tested, 0.31% active;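 active = inhibition above a set limit, near 3 SD of compounds lacking own fluorescence, cut at about 54% in these data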;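 note: plate controls were DMSO wells for no effect and 5 µM unlabelled arrestin peptide for full effect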
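Material – AP2 appendage R879A on GSH beads · Buffer or medium – PBS with 0.05% Tween 20 and 0.1% BSA · Probe or stimulus – fluorescein-tagged arrestin peptide at 50 nM final · Incubation – compound with beads 12 min RT, then probe 1 h RT · Detection – high-throughput flow cytometry of beads, ex 488, em 535 nm · Evaluation – percent response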
Keap1 Nrf2 FP = Keap1-Nrf2 protein-protein interaction inhibitors, primary screen, biochemical, fluorescence polarization, single point; Kelch-like ECH-associated protein 1 (Homo sapiens), Q14145; Keap1 Kelch-Nrf2 peptide fluorescence polarization, 1536-well; inhibition, % at 9.4 µM; 340,000 tested, 0.15% active; in the data active = inhibition above about 12%;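 note: human Keap1 Kelch domain with fluorescein labeled Nrf2 9mer peptide probe; 0% = neutral control wells and 100% = peptide positive control; higher means more block of Keap1 binding to Nrf2 peptide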
* hit, by the source's call; . = not tested or not shown.

SMILES	OPRM1-OPRD1 inv	V-ATPase pHluor	LANA DNA inh	Wnt act	cardiac RTF act	Pemphigus Ab inh	Cardiac RTF inh	OPRM1-OPRD1 ag	Arrestin-AP2 inh	Keap1 Nrf2 FP
CCOC(=O)C(Cc1ccccc1)NC(=O)CNC(C)=O (centres undefined)	-1.1	.	0.9	.	2.3	98.1	-4.9	0.2	2.1	5.4
O=C(Nc1nnc(S(=O)(=O)N2CCOCC2)s1)c1cccc(F)c1	9.4	-0.1	1.3	20.2	1.5	109.5	-1.9	-1.7	-5.3	1.1
Cc1ccc(S(=O)(=O)NCCC(=O)NCC(c2cccs2)N(C)C)cc1C (centres undefined)	-40.6	-1.8	1.1	1.3	-3.6	.	5.3	10.8	-12.2	-4.6
CC(NC1=CC(=O)c2cccnc2C1=O)C(O)c1ccccc1 (centres undefined)	-64.0	2.0	2.6	17.3	-3.1	84.8	-5.3	14.6	-1.9	-1.4
CC(=O)N/C(=C\c1ccc(F)cc1)C(=O)NC(Cc1ccccc1)C(=O)O (centres undefined)	8.4	0.4	-1.6	-2.6	0.0	98.7	5.8	-1.7	1.6	-0.9
CC(=O)Nc1ccc(S(=O)(=O)Nc2ccc(S(=O)(=O)Nc3nc(C)cc(C)n3)cc2)cc1	-2.1	-3.0	0.3	-1.0	2.8	.	-6.7	0.3	22.4	-0.6
CCOC(=O)c1c(C)c(C(=O)NCCOC)c(C)n1CC	17.7	-2.3	-0.3	-0.7	-8.7	96.2	3.2	-3.2	-8.2	0.1
CCCC(=O)Nc1sc2c(c1C(=O)OCC)CC(C)(C)OC2	5.3	-2.0	-3.7	0.0	-4.6	116.1	4.7	-1.1	0.6	2.1
O=C(NCc1ccncc1)Nc1ccccc1Cl	11.1	6.2	-1.5	0.3	1.7	108.8	-19.6	-2.1	-2.6	-7.9
COc1ccc(S(=O)(=O)N2CCC(C(=O)NCC(c3cccs3)N(C)C)CC2)cc1 (centres undefined)	-15.6	-1.8	-1.6	-10.1	2.3	.	-7.2	3.0	6.8	0.3
CC1CCCN(c2ccc(N)cc2C(N)=O)C1 (centres undefined)	-2.4	-3.0	1.9	-6.7	-5.0	89.1	0.5	0.3	12.6	0.5
COc1cccc(N2CC(C(=O)NNC(=O)c3ccc(Cl)cc3)CC2=O)c1 (centres undefined)	16.3	-4.8	-3.3	0.7	-1.6	108.0	-1.7	-3.0	39.5	1.6
C/C(=N/NC(=O)c1cc(-c2ccccc2)nc2c(Cl)cccc12)c1cccnc1	9.0	-2.7	0.0	-0.5	-1.4	108.2	-3.2	-2.8	8.3	-5.7
COc1cc(CC(=O)OCc2ccccc2F)cc(OC)c1OC	1.4	-3.0	-0.6	1.1	2.3	106.0	-0.2	-0.2	15.5	-2.6
CCCC[n+]1ccn(-c2nc3c([N+](=O)[O-])cccc3n2C)c1	14.6	0.7	-1.1	1.1	-0.1	127.1	-1.2	-3.0	6.8	1.3
CCC(=O)Nc1cccc(SC)c1	-16.6	6.5	2.1	-5.9	3.4	87.1	-21.8	2.7	3.4	-6.4
Cc1cc(C)cc(OCC(=O)NCCc2nc3ccccc3[nH]2)c1	12.7	2.0	-0.7	-0.7	-3.5	.	0.0	-2.8	-8.0	0.5
Cc1ccc(C(=O)NN2C(=O)C3C4c5ccccc5C(c5ccccc54)[C@@H]3C2=O)cc1 (some centres undefined)	3.9	3.1	0.2	.	0.6	97.8	1.2	-0.8	5.5	-3.0
O=[N+]([O-])c1ccccc1/C=C/CN1CCCCC1	-1.6	3.3	0.2	.	-2.6	103.7	-1.6	0.3	13.6	-0.1
CCOc1ccc(NC(=O)C(CC(=O)O)Cc2ccc(Br)cc2)cc1 (centres undefined)	5.0	2.1	-0.1	-0.4	0.5	102.3	-3.5	-1.0	4.9	-0.7
CCOC(=O)COc1nc(C)cc(C(F)(F)F)c1C#N	.	0.9	-0.1	1.3	.	92.9	.	.	39.1	1.2
O=C(Cn1nnc2ccccc2c1=O)NC1CCCCC1	0.1	0.4	0.2	2.3	-6.2	100.4	-6.6	0.0	-1.5	1.7
O=C(Nc1ccc(F)cc1)Nc1ccc([N+](=O)[O-])cn1	6.2	0.0	-1.5	-2.3	-1.6	54.3*	-0.5	-1.1	36.6	-1.3
CCOC(=O)C1=C(N)OC2=C(C(=O)CC(C)(C)C2)C1c1cc(CSc2nnnn2C)cs1 (centres undefined)	-1.8	-0.3	0.4	-0.8	4.8	103.1	-9.0	0.4	-15.1	-4.0
C=CCc1ccc(OCCOc2cccc3ccc(C)nc23)c(OC)c1	-16.4	4.1	2.8	.	6.3	99.7	-7.9	2.9	-9.8	-2.0
Next part
SMILES	OPRM1-OPRD1 inv	V-ATPase pHluor	LANA DNA inh	Wnt act	cardiac RTF act	Pemphigus Ab inh	Cardiac RTF inh	OPRM1-OPRD1 ag	Arrestin-AP2 inh	Keap1 Nrf2 FP
O=C(Nc1ccc(S(=O)(=O)N2CCCCC2)cc1)c1cnccn1	0.5	-0.9	-1.4	-0.3	2.7	110.9	-10.2	-0.1	6.3	-4.7
COc1ccc(/C=C/c2cc(C(F)(F)F)on2)cc1	-4.7	-1.4	-12.8	-3.7	2.0	106.4	-3.1	0.9	7.2	-2.6
O=c1ccc(-c2ccc(S(=O)(=O)Nc3cccc([N+](=O)[O-])c3)s2)n[nH]1	5.3	2.2	1.6	3.1	-1.4	.	-3.1	-1.0	28.5	1.7
Cc1nccn1-c1c2c(c(C#N)c3nc4ccccc4n13)CCCC2	12.0	-0.3	3.6	3.5	1.7	104.7	-5.1	-2.4	-4.0	-7.0
O=C(O)c1ccc(Cl)c(S(=O)(=O)N(Cc2ccccc2)c2ccc(F)cc2)c1	20.9	-2.0	-1.8	6.8	-7.0	97.7	1.6	-4.1	3.4	4.3
COc1cccc(NC(=O)CCC2CCN(Cc3nccs3)CC2)c1	11.7	-0.1	0.3	3.6	-3.5	103.1	1.5	-2.3	-4.8	-6.2
Cc1csc(NC(=O)CSc2nc(C(C)C)nc3ccccc23)n1	-5.8	6.7	-1.1	-5.1	-8.1	.	4.8	0.8	-22.5	-1.2
Cc1c(-n2c(=S)[nH]c3ccccc3c2=O)c(=O)n(-c2ccccc2)n1C	8.4	-6.3	0.7	3.2	-2.3	87.8	4.0	-1.7	-4.2	0.2
O=C(CCCc1c[nH]c2ccccc12)Nc1ccc2ccccc2c1	-23.2	3.6	0.8	.	5.7	118.4	-11.1	4.2	14.7	-3.3
O=C(COC(=O)c1ccccc1[N+](=O)[O-])Nc1cccnc1Cl	9.3	2.0	0.7	0.4	0.0	105.0	-6.2	-1.5	-5.3	-0.1
Cc1csc(SCC(=O)NC(=O)NCc2ccccc2)n1	19.2	1.3	-0.9	.	0.3	102.5	-10.8	-3.7	-3.4	-0.1
OCc1ccccc1N=Cc1cccnc1	-4.4	0.0	-1.2	-0.7	-5.4	102.8	0.7	0.6	4.5	2.3
O=C(c1ccc2c(c1)OCCO2)N1CCN(c2ccccn2)CC1	4.8	0.5	-1.0	3.4	-0.8	109.8	-2.3	-1.5	-0.5	3.5
COc1ccc(CCN2C(=O)CC(C(C)c3ccccc3)C2=O)cc1OC (centres undefined)	6.9	4.5	-0.3	-2.6	-0.9	83.6	-7.4	-1.1	4.2	-1.4
O=C(Nc1ccc(CSc2ccccc2)cc1)c1ccc(CN2CCOCC2)cc1	-20.2	-1.7	-1.1	-0.3	-10.9	107.0	3.9	4.0	1.9	-4.4
COc1ccc(N2CCN(C(=O)c3ccc(CS(=O)(=O)c4ccc(Br)cc4)o3)CC2)cc1	3.6	-0.8	-3.1	-3.5	-6.0	82.8	-5.6	-0.7	10.4	-1.5
CC(=O)c1cccc(NC(=O)c2c(-c3c(F)cccc3Cl)noc2C)c1	7.8	2.8	1.7	-4.1	1.7	105.3	1.8	-2.0	-1.3	-1.8
COc1ccccc1C(=O)N=C1SC2CS(=O)(=O)CC2N1c1ccccc1 (centres undefined)	-3.5	-3.6	-0.1	2.2	-4.8	.	-8.2	0.6	44.2	-5.7
O=C(Cc1ccc([N+](=O)[O-])cc1)Nc1ccc(O)cc1C(=O)O	10.6	3.8	-1.2	-2.7	1.6	102.9	-28.6	-2.0	.	-0.7
CCCNC(=O)Cn1c(=O)/c(=C/c2ccc(-c3cccc([N+](=O)[O-])c3)o2)s/c1=C\C(=O)C(C)(C)C	3.9	-8.7	4.7	0.3	1.7	117.8	-11.3	-0.8	-1.9	0.9
O=C1C2C3CCC(O3)C2C(=O)N1c1cccc(O)c1 (centres undefined)	12.0	-0.8	0.7	-2.2	-3.9	100.8	-5.9	-2.5	-1.6	0.3
CCCCOc1ccc(Br)cc1/C(C)=N/NC1=NCCN1	-29.2	-4.4	0.0	.	0.8	109.4	-9.6	5.2	-0.4	1.7
O=C(CSc1nnc(Cc2cccs2)n1C1CCCCC1)N1CCN(C(=O)c2ccco2)CC1	12.3	-0.1	0.9	-3.4	-1.3	101.3	0.8	-2.1	11.7	1.8
O=C(Nn1cnnc1)c1ccc(OC(F)(F)C(F)C(F)(F)F)cc1 (centres undefined)	12.1	5.3	1.2	0.9	-3.7	111.9	0.7	-2.7	13.6	-0.7
O=C(CC1OC(=O)c2ccccc21)Nc1cc(Cl)ccc1N1CCOCC1 (centres undefined)	10.3	1.5	-1.0	-2.0	3.0	92.6	-14.4	-2.7	14.2	-2.4
CCCN(CCC)C(=O)NC1CC(=O)N(c2ccc(OC)cc2)C1 (centres undefined)	8.2	-2.6	-1.7	0.2	-3.2	99.8	-5.5	-1.4	-2.3	-5.6
CCOC(=O)c1cc(-c2ccccc2)n(CC(=O)Nc2ccc(OCC)cc2)c1C	-22.1	2.7	-1.0	-1.4	5.1	99.8	1.9	4.2	1.0	-0.2
NC(N)=N/N=C/c1ccccc1OC(F)F	-1.4	4.6	-0.8	0.1	1.7	114.1	-5.6	0.3	0.8	-1.8
